Source: PubChem (National Center for Advancing Translational Sciences (NCATS))
Apoferritin bind: qHTS Assay for Identification of Novel General Anesthetics | Ferritin light chain (Equus caballus), P02791 | apoferritin/1-aminoanthracene competitive binding, fluorescence | Potency, µM (highest dose often 77.5 µM), inactives show at the highest dose activity change, negative = displacement, usual class: inhibitors | hit rate 0.074% among 350,000 | AID 485281, 2010; also: potency is read from the fitted curve at half-maximal effect; % is scaled to controls: 0 for no effect and ±100 for the full control effect; nearly all actives have a fitted effect of over 20% in size
Target sequence (P02791 2-175 limits assumed): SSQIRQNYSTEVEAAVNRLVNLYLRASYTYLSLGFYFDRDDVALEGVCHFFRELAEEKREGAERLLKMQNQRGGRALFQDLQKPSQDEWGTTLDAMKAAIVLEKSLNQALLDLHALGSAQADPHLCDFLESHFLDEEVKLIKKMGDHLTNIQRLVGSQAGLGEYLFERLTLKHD
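Probe: 1-aminoanthracene (50% saturated, PBS). Protein: horse-spleen apoferritin, 10 uM. Incubation: 10 min, room temperature. Detection: 380 nm excitation, 535 nm emission. Analysis: normalized response, four-parameter Hill.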
12-LOX inh: Primary qHTS assay for inhibitors of human arachidonate 12S-lipoxygenase (ALOX12): Round 2. purified 12hLO, xylenol orange hydroperoxide absorbance. Potency, µM (titrated, usually from 108 µM), for inactives: top-dose activity change, negative = inhibition, actives largely listed as inhibitors. hit rate 1.1% among 580,000. AID 1671190, 2021; also: potency is read from the fitted curve at half-maximal effect; % is scaled to controls: 0 for no effect and ±100 for the full control effect
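Purified human 12hLO at 150 nM in 25 mM Hepes, 0.01% Triton X-100, pH 7.0, preincubated 15 min at room temperature with compound. Reaction started with 40 uM arachidonic acid, 30 min at room temperature. Hydroperoxide measured by Fe-xylenol orange, 573/405 nm absorbance ratio.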
Pol beta inh: qHTS Assay for Inhibitors of DNA Polymerase Beta; P06746; Pol beta primer extension/strand displacement, fluorescence kinetic; Potency, µM (titrated, usually from 114 µM), inactives show top-dose activity change, negative = inhibition, usual class: inhibitors; hit rate 1.3% among 340,000; also: potency is read from the fitted curve at half-maximal effect; % is scaled to controls: 0 for no effect and ±100 for the full control effect
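Values derive from four-parameter Hill fits of normalized kinetic data: reads at 0 and 10 min following addition of 50 nM substrate to 10 nM Pol beta preincubated 15 min with compound.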
ERG-DNA inh: qHTS for Small Molecule Inhibitors of the ERG Ets/DNA interaction; Transcriptional regulator ERG (Homo sapiens), P11308; fluorescence polarization, His-ERG Ets domain / labelled DNA; Potency, µM (highest dose often 76.9 µM), without a hit: at the highest dose FP activity, negative = inhibition, actives largely listed as inhibitors; hit rate 0.028% among 370,000; AID 624246, 2012; active = well fitted inhibition curve with a large enough effect in the polarisation, with a control signal flat; inconclusive = small, poorly fitted or top-dose-only effect, or effect the other way, or a change in a side signal; inactive = no such curve, though single readings can be large or run the other way; the % refers to the polarisation;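 also: polarization taken with two DNA probes labelled with fluorescein and Texas red; potency is read from the fitted curve at half-maximal effect; % of control where 0% means no effect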
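His-tagged ERG Ets domain (1 uM in the protein solution; 300mM KCl, 50mM Tris-HCl, 1mM EDTA, 1mM DTT, pH 7.5) received compound, then a probe mix of 5 nM fluorescein-DNA and 100nM Texas-615-DNA. Fluorescence polarization was read for both dyes.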
APEX1 inh: qHTS Assay for Inhibitors of the Human Apurinic/apyrimidinic Endonuclease 1 (APE1). recombinant APE1, TAMRA/BHQ-2 abasic DNA cleavage fluorescence. Potency, µM (top dose mostly 65.8 µM), for the others: at the top dose activity change, negative = inhibition, most hits filed as inhibitors. hit rate 0.35% among 350,000. AID 2517, 2012;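 also: potency is read from the fitted curve at half-maximal effect; plate controls were vehicle for no effect and reference inhibitor for full effect; nearly all actives have a fitted effect of over 55% in size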
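Measures dequenching upon AP-site incision of a 5'-TAMRA/3'-BHQ-2 THF-containing duplex, 50 nM; human APE1 0.75 nM after 15 min room-temperature exposure to compound; kinetic three-point read at one-minute spacing.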
BLM inh: qHTS Assay for Inhibitors of Bloom's syndrome helicase (BLM); RecQ-like DNA helicase BLM (Homo sapiens), P54132; recombinant BLM DNA unwinding, fluorescence dequenching; Potency, µM (titrated, usually from 56.1 µM), for the others: at the highest dose activity change, negative = inhibition, usual class: inhibitors; hit rate 0.2% among 350,000; AID 2528, 2010;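 also: potency is read from the fitted curve at half-maximal effect; plate controls were vehicle for no effect and no enzyme for full effect; nearly all actives have a fitted effect of over 35% in size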
POLK inh: qHTS for Inhibitors of Polymerase Kappa; DNA polymerase kappa (Homo sapiens), Q9UBT6; purified Pol kappa, fluorescent DNA synthesis assay, 10 min; Potency, µM (series often up to 107 µM), inactives show at the top dose activity, negative = inhibition, actives largely listed as inhibitors; hit rate 0.53% among 400,000; AID 588579, 2011; also: potency is read from the fitted curve at half-maximal effect; % is scaled to controls: 0 for no effect and ±100 for the full control effect
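Readout: fluorescence, taken kinetically at 0 and 10 min. Conditions: 10 nM Pol kappa, 15 min RT compound preincubation, 50 nM substrate final. Controls: enzyme-free buffer wells.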
TRHR ag: qHTS for Small Molecule Agonists and Allosteric Enhancers of Human TRH Receptor: Primary Screen for Agonists; hit rate 0.18% among 360,000; TRHR cells, calcium flux fluo-8, FDSS agonist mode; activation, % at 2 µM; Thyrotropin-releasing hormone receptor (Homo sapiens), P34981; AID 493084, 2011; in the data active = activation above about 30%; also: 0% is about no effect
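Steps: seed TRHR cells overnight; add fluo-8 no-wash Ca dye, RT 30 min–1.5 h; record 10 s baseline; pin-transfer compounds; monitor fluorescence 1 cycle/s for the agonist window. Calcium increases flag candidate agonists.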
Pol iota inh: qHTS for Inhibitors of Polymerase Iota; DNA polymerase iota (Homo sapiens), Q9UNA4; Pol iota fluorescent replication assay, 10 min; Potency, µM (top dose mostly 115 µM), without a hit: at the top dose activity, negative = inhibition, hits mostly inhibitors; hit rate 1% among 390,000; AID 588590, 2011; also: potency is read from the fitted curve at half-maximal effect
Target sequence (Q9UNA4 whole entry, looked up): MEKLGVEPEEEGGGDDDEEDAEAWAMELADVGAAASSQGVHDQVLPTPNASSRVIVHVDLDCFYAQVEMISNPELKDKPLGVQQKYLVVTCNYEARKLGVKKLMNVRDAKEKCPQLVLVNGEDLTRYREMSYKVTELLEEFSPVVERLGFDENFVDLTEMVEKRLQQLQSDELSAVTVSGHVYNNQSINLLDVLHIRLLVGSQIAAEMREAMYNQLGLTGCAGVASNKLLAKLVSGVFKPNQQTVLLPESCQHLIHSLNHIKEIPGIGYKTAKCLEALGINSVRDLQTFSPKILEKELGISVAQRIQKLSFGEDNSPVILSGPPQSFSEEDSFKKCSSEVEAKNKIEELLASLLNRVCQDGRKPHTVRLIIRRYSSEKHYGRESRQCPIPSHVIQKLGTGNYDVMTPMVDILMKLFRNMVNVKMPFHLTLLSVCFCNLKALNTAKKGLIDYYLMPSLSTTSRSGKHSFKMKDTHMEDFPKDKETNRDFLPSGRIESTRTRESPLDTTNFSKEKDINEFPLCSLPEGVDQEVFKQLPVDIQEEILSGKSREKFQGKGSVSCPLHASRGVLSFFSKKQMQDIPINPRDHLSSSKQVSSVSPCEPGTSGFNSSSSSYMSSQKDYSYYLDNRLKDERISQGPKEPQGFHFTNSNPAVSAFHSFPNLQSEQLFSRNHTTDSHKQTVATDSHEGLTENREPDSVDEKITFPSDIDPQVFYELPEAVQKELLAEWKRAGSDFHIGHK
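Pol iota at 10 nM preincubated 15 min with compounds at room temperature; reaction started with fluorescent substrate, 50 nM final. Fluorescence read kinetically at 0 and 10 min; buffer-only wells as negative control.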
The depositor's hits bear a star; ? = inconclusive; . = no result given; & = joins results of further samples; [ ] = remark or other dose. Unless noted, calls follow the shape of the dose curve; as a rule, active = well fitted curve in the direction sought with a large enough effect; inconclusive = small, poorly fitted or top-dose-only effect, or another doubt; inactive = no such curve, though single readings can be large; an effect the other way counts as inactive or inconclusive.

SMILES	Apoferritin bind	12-LOX inh	Pol beta inh	ERG-DNA inh	APEX1 inh	BLM inh	POLK inh	TRHR ag	Pol iota inh
CCOc1ccc(NC(=O)C2CCCN(C(=O)NCc3ccccc3)C2)cc1 (stereo not drawn)	-9%	0%	?	-8%	1%	-4%	1%	-0.7	11%
C/C(=N\NC(=O)NC1CCCCC1)c1ccco1	-13%	3%	-2%	-7%	0%	0%	-9%	-0.1	160%[activator]
O=C(Nc1ccccc1C(=O)NCCCn1ccnc1)c1ccc(Cl)cc1Cl	-8%	16%	-18%	0%	2%	-4%	0%	-0.4	2%
COc1ccccc1N1CCN(S(=O)(=O)c2c(C)sc3ncn(CC(=O)Nc4cccc(Cl)c4)c(=O)c23)CC1	5%	2%	3%	0%	.	-9%	-16%	0.4	30%
O=C(CN1CCCCC1)N1c2ccccc2Sc2ccc(C(F)(F)F)cc21	-17%	0%	-13%	-3%	5%	-6%	-10%	-0.3	3%
O=C(CCNC(=O)Cn1ccc2ccccc2c1=O)NCCCN1CCN(c2ccccc2F)CC1	-4%	21%	47%	1%	1%	5%	-5%	-0.5	-2%
CCC(C)NC(=O)c1ccc2c(c1)N(Cc1ccccc1)C(=O)CS2 (stereo not drawn)	-22%	-4%	-18%	-1%	-2%	-7%	-2%	-0.7	95%[activator]
COc1ccccc1/C=C/c1nc(C#N)c(N2CCN(c3ccccc3)CC2)o1	80%[activator]	-22%	14%	10%	.	-3%	-7%	-0.9	7%
CC1CCCCN1CCNC(=O)c1ccc2c(c1)N(Cc1ccccc1F)C(=O)c1ccccc1S2=O (stereo not drawn)	-15%	-23%	0%	20%	27%	1%	3%	2.1	-3%
CC(=O)Nc1cc(-c2nn(CC(=O)N3CCCCC3)c(=O)c3ccccc23)ccc1N1CCOCC1	-3%	3%	0%	.	0%	-4%	-6%[60.1 µM]	0.0	0%
CC(=O)Nc1ccc(NC(=O)C(C)OC(=O)CCN=C2NS(=O)(=O)c3ccccc32)cc1 (stereo not drawn)	-3%	5%	-30%	-10%	22%	-1%	-4%	0.1	17%
COc1cccc(C(=O)CN(C(=O)c2ccc(Cl)c(Cl)c2)N2C(=O)c3ccccc3C2=O)c1	?	-11%	21%	4%	-8%	-7%	-4%	-0.2	?

As entered above:
Reading of `COc1cccc(C(=O)CN(C(=O)c2ccc(Cl)c(Cl)c2)N2C(=O)c3ccccc3C2=O)c1` in TRHR ag: -0.2
Reading of `CC1CCCCN1CCNC(=O)c1ccc2c(c1)N(Cc1ccccc1F)C(=O)c1ccccc1S2=O` (stereo not drawn) in BLM inh: 1%

Later entries.
SMILES	Apoferritin bind	12-LOX inh	Pol beta inh	ERG-DNA inh	APEX1 inh	BLM inh	POLK inh	TRHR ag	Pol iota inh
Cc1cc(C(=O)NCc2ccc(F)cc2)c2ccccc2n1	-5%	1%&-21%	-12%	-3%	8%	0%	-8%	1.0	24%
CC(C)C(c1nnnn1Cc1ccccc1)N1CCc2ccccc2C1 (stereo not drawn)	-5%	12%	2%	.	-1%	-6%	-7%	0.2	21%
C(=N\Nc1nc(Nc2ccccc2)nc(Nc2ccccc2)n1)/c1ccncc1	-5%	9%	-28%	3%	-4%	-13%	1%	0.4	14%
CCS(=O)(=O)c1ccc2oc(SCC(=O)Nc3ccc(OC)cc3OC)nc2c1	-3%	-3%	0%	-9%	-2%	3%	-4%	-0.9	26%
O=C(Cc1ccccc1)NCC(=O)N/N=C/c1ccc([N+](=O)[O-])s1	?	7%	7%	-10%	37%	-3%	2%	-0.5	0%
COCCCNC(=S)N1CCC(NC(=O)Nc2ccc(C)cc2)CC1	-1%	-2%	-21%	-21%	-4%	-2%	-13%	0.0	104%[activator]
O=C(Cn1cc(S(=O)(=O)Cc2ccccc2F)c2ccccc21)NCc1ccccc1	-5%	-28%	-2%	-2%	.	-4%	-7%	0.1	10%
Cc1c(C(=O)OCC(=O)NCc2ccccc2)oc2ccccc12	.	13%	.	-2%	-4%	.	-5%	-1.2	19%
CC1CCC2C(=O)N(c3ccc(Cc4ccncc4)cc3)C(=O)C2C1 (stereo not drawn)	?	-3%	-1%	1%	3%	-2%	7%	1.0	34%[activator]
COc1ccc(OC)c(CCNC(=O)CS(=O)(=O)Cc2nc(-c3cccc(Cl)c3)oc2C)c1	2%	?	-1%	-2%	.	-3%	-10%	-1.3	20%
COc1ccccc1CNC(=O)C(NC(=O)c1ccccc1)C(C)C (stereo not drawn)	-6%	-26%	29%	-7%	15%	-1%	13%	0.0	28%
C=CCNC(=O)c1ccccc1NC(=O)c1ccc(Cl)c(S(=O)(=O)Nc2ccccc2)c1	-22%	20%	20%	-2%	-5%	-7%	-5%	0.0	-14%

Three entries out of the list above, arranged by their value in Pol iota inh, descending.
SMILES,Pol iota inh
COc1ccc(OC)c(CCNC(=O)CS(=O)(=O)Cc2nc(-c3cccc(Cl)c3)oc2C)c1,20%
Cc1c(C(=O)OCC(=O)NCc2ccccc2)oc2ccccc12,19%
C=CCNC(=O)c1ccccc1NC(=O)c1ccc(Cl)c(S(=O)(=O)Nc2ccccc2)c1,-14%

Following part
SMILES	Apoferritin bind	12-LOX inh	Pol beta inh	ERG-DNA inh	APEX1 inh	BLM inh	POLK inh	TRHR ag	Pol iota inh
Cc1ccnc2nc(C(=O)N3CCN(S(=O)(=O)c4ccccc4)CC3)nn12	-10%	0%	12%	2%	2%	0%	-10%	0.3	7%
O=[N+]([O-])c1cccc(SSc2cccc([N+](=O)[O-])c2)c1	.	2.5µM*	.	-3%	.	.	-13%	.	?
CCOc1ccc2[nH]cc(-c3csc(N)n3)c2c1	3%	10%	45%	-2%	-12%	-10%	-7%	1.8	?
O=C(N/N=C/c1c[nH]c2ccccc12)C1CC1c1ccccc1 (stereo not drawn)	-22%	-13%	-1%[57.1 µM]	5%	-2%	-8%	-2%	0.6	-2%
O=C(CCCC(=O)OCC1CCCO1)OCC1CCCO1 (stereo not drawn)	-1%	0%	?	0%	-4%	-4%	-13%	0.9	5%
Cc1cccc(CSc2cn(CC(=O)N3CCOCC3)c3ccccc23)c1	0%&-13%	?	13%&-8%	-1%	-3%	-9%&-3%	-5%&0%	-0.2&-0.4	41%&21%[activator]
COc1ccc(N2CCN(C(=O)CN3C(=O)NC4(CCCCCC4)C3=O)CC2)cc1	.	14%	.	14%	3%	.	-6%	0.3	-15%
O=C(C1CCC1)N1CCc2cc(S(=O)(=O)Nc3ccc4c(c3)OCO4)ccc21	4%	-9%	?	-3%	2%	-5%	-5%	0.4	15%
O=C(c1ccccc1-c1ccccc1)N1CCCC1	-11%	0%	7%	-10%	1%	-1%	-8%	0.0	10%
Cc1ccc(C)n1-c1nnc(N2CCC(C(=O)Nc3ccccc3Br)CC2)s1	-16%	-13%	1%	-2%	.	-4%	-8%	-1.3	6%
O=C(/C=C/Nc1ccc(Oc2ccccc2Cl)cc1)c1ccco1	-23%	-13%	?	-5%	14%	-15%	-9%	-0.3	?
CC1CC(C)CN(C(=S)Nc2ccc(OC(F)F)cc2)C1 (stereo not drawn)	-19%	-27%	-7%	11%	-5%	-5%	0%	0.5	21%
CC1CN(S(=O)(=O)c2cccc(C(=O)N=c3sccn3C)c2)CC(C)O1 (stereo not drawn)	.	4%	.	19%	-6%	.	-7%	-0.2	46%[activator]
C=CCN(Cc1nc(-c2ccccc2)no1)C(=O)c1ccc2c(c1)OCO2	-1%	-10%	24%	1%	23%	-5%	2%	-0.1	56%[activator]
O=C(C[C@@H]1C/C=C\C[C@H](NC(=O)OCC2c3ccccc3-c3ccccc32)C(=O)OC[C@@H]2CCCN2C1=O)N[C@H](CO)Cc1ccccc1	.	-7%	.	14%	?	.	-1%	.	-7%
COc1ccc(C2N=C(N)Nc3nc4ccccc4n32)cc1 (stereo not drawn)	-9%	0%	-10%	-1%	.	-2%	-8%[60.1 µM]	1.4	24%
CCOC(=O)c1ccc(NC(=O)NCc2ccncc2)cc1	10%	3%	16%	3%	-9%	2%	3%	0.2	37%[activator]
COc1cc(/C=N/NC(=O)c2cccnc2)ccc1OC(=O)c1cc(OC)c(OC)c(OC)c1	0%	-20%	3%	11%	-7%[12.4 µM]	0%	-4%	0.2	?
COc1ccc(OC)c(S(=O)(=O)N(C)CC(=O)Nc2cc(Cl)ccc2OC)c1	-7%	-25%	-11%	-5%	0%	-5%	-15%	-0.2	?
C=CCNC(=O)c1oc2ccc(S(=O)(=O)N3CCC4(CC3)OCCO4)cc2c1C	0%	1%	2%	10%	21%	1%	-4%	0.0	14%

One compound at a time (already shown):
`C=CCNC(=O)c1oc2ccc(S(=O)(=O)N3CCC4(CC3)OCCO4)cc2c1C` is listed with Apoferritin bind: 0%; 12-LOX inh: 1%; Pol beta inh: 2%; ERG-DNA inh: 10%; APEX1 inh: 21%; BLM inh: 1%; POLK inh: -4%; TRHR ag: 0.0; Pol iota inh: 14%
`CC1CN(S(=O)(=O)c2cccc(C(=O)N=c3sccn3C)c2)CC(C)O1` (stereo not drawn) is listed with Apoferritin bind: .; 12-LOX inh: 4%; Pol beta inh: .; ERG-DNA inh: 19%; APEX1 inh: -6%; BLM inh: .; POLK inh: -7%; TRHR ag: -0.2; Pol iota inh: 46%[activator]

Not all compounds are listed, so the mix of outcomes need not match the whole.
